ABCB6 inh 2: ABCB6 transporter inhibitors, primary screen, K562-ABCB6 cells, flow cytometry, MLPCN library; ATP-binding cassette sub-family B member 6 (Homo sapiens), Q9NP58; K562-ABCB6 porphyrin accumulation, 1 h; active compounds read low; fluorescence ratio to DMSO, % at 10 µM; actives 0.19% (n = 360,000); AID 602162, 2011;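 active means fluorescence ratio to DMSO below 75%, the collection mean minus 3 SD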;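 further: signal is porphyrin accumulated inside mitochondria; 100% equals median channel fluorescence of DMSO control wells; lower ratio means ABCB6 inhibition with less porphyrin fluorescence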
iPSC survival up: enhancers of single-cell hiPSC survival, primary screen, ATPlite luminescence; survival enhancement, % at 20 µM; AID 602274, 2012; actives 0.044% (n = 360,000); 100% = ROCK inhibitor wells, 0% = DMSO; in the data active means survival enhancement above about 18%;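 further: cells exposed to compounds for 16 hours before the ATP read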
Exocytosis inh: LAMP-1 surface exposure blockers, TALL-104 cells – cell-based, flow cytometry, MLPCN library, primary screen. actives 0.66% (n = 360,000). AID 651702, 2012. TALL-104 LAMP-1 surface exposure; cells stimulated with thapsigargin and PMA. inhibition, % at 10 µM;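 active means inhibition above about 55%, limit read from the data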
H9c2 protect: cardioprotection against H2O2-induced cell death, primary screen, uHTS, H9c2 cells, ATPLite luminescence | protection from H2O2 cell death, % at 20 µM | actives 0.63% (n = 360,000) | H9c2 cardiomyocytes, H2O2 injury protection, 2 h;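 active means compounds giving at least 50% protection of heart cells from peroxide-induced death in the single-dose screen, raw or plate-pattern-corrected value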;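 further: 0% = DMSO wells with peroxide and 100% = DMSO wells without peroxide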
N-glyco inh: increase of ERlucT glycosylation luciferase signal, primary screen, N-linked glycosylation inhibitor project, D54 ERlucT cells, luminescence, set 2 | actives 0.23% (n = 360,000) | reporter increase, % at 12.5 µM | D54 ERlucT glycosylation luciferase reporter, 24 h; percent of 100 nM tunicamycin response;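 active means mean luciferase reporter signal, scaled so untreated is 0 and the glycosylation-blocking control 100, at or above a set limit in every replicate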;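 further: luciferase carries N-glycosylation sites so blocking glycosylation raises the light; 0% = median of neutral control wells and 100% = median of 100 nM tunicamycin wells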
PDI turbidity: inhibitors of human PDI, primary screen, biochemical, turbidity, single point, plate reader; PDI insulin aggregation turbidity, A650, 90 min; actives 0.052% (n = 350,000); inhibition, % at 10 µM; Protein disulfide-isomerase (Homo sapiens), P07237; AID 588391, 2011;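 active means mean inhibition across replicates of 30% or more, whatever share of single replicates reach that level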;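 further: absorbance from insulin aggregation driven by PDI reduction with DTT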
Target sequence (P07237 whole entry, looked up): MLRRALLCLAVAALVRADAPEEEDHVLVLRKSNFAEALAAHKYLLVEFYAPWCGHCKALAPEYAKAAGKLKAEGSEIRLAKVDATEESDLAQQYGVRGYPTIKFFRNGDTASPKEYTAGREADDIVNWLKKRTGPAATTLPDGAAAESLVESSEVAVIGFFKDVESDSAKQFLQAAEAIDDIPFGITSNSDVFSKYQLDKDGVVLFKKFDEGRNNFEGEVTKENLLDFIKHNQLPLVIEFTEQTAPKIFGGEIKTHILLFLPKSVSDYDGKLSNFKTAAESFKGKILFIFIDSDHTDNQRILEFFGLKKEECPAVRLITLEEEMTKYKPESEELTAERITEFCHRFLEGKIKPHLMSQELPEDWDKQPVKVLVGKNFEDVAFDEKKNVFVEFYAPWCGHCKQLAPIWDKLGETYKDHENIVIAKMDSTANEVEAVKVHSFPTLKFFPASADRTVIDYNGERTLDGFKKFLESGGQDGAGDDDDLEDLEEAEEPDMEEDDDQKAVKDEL
HTR2A ag: mouse Htr2a agonists via beta-arrestin recruitment, primary screen, cell-based, luminescence. CHO-K1 mHTR2A beta-arrestin complementation; percent of 30 µM serotonin response. activation, % at 7.6 µM. actives 0.66% (n = 360,000);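 active means activation above a run cutoff, the mean activation of all tested compounds plus 3 SD, cut at about 14% in these data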;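 further: 0% = plate median of compound wells and 100% = 30 µM serotonin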
Target sequence (P35363 whole entry, looked up): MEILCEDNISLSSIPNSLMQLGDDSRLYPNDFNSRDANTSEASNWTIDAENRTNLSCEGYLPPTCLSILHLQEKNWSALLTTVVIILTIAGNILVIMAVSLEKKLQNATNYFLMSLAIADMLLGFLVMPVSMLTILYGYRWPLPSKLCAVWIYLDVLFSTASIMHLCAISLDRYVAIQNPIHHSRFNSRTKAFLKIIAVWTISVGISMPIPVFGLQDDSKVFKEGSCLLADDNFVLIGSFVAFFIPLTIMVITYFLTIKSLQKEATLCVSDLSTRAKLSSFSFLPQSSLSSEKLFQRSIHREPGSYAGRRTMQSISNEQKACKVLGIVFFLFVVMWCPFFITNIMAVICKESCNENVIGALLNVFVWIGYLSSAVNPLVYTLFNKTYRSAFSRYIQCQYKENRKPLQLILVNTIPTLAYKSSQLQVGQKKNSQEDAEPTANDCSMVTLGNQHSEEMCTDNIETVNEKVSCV
Vif inh: HIV Vif self-association inhibitors, primary screen, imaging, HEK293T, single point | inhibition, % at 7.49 µM | HEK293T cells, Vif self-association by quenched fluorescence, 24 h | actives 0.35% (n = 340,000); in the data active means inhibition above about 50%, passing the limit was not always enough; further: some results filed as inactive read as strong as hits
aDG glyco act: activators of alpha-DG glycosylation, primary screen, uHTS, Pro5-aDG cells, AlphaScreen; alpha-DG glycosylation AlphaScreen (IIH6); 0% Pro5, 100% B10-LARGE cell signal; activation, % at 10 µM; actives 0.22% (n = 360,000);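 active means activation of at least 8% versus controls, or a plate z-score of at least 8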;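 further: Pro5 are CHO cells carrying HIG-tagged alpha-DG that lacks glycosylation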
CaV13 ICDI inh: Disruptors of the CACNA1D IQ motif to Ca2+-dependent inactivation inhibitor domain association, primary screening, Förster resonance energy transfer in intact living …; HEK cells, CFP/YFP FRET ICDI-IQ, plate reader, 10 min; percent FRET-ratio fall versus neutral wells; inhibition, % at 12.3 µM; actives 0.098% (n = 340,000); AID 743397;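 active means mean replicate inhibition of at least 30% and at least 1% of replicates passing that level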;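 further: 0% = median of the neutral control wells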
Active calls of the source: *; / = not tested or not shown.

SMILES | Vif inh | PDI turbidity | ABCB6 inh 2 | aDG glyco act | Exocytosis inh | HTR2A ag | N-glyco inh | iPSC survival up | H9c2 protect | CaV13 ICDI inh
COC(=O)C(C)Oc1ccc(Cc2ncc(C(F)(F)F)cc2Cl)cc1 (stereo not given) | -2 | 3 | 94 | 0.0 | -8 | 5 | 0 | 0.1 | -4 | -19
COC(=O)c1ccccc1S(=O)(=O)N1CCC(C(=O)OCc2cccc(OC)c2OC)CC1 | -1 | 4 | 104 | 0.6 | 2 | 6 | -1 | -0.2 | -7 | -5
CCCCN1C(=O)C(C)=C(C)C1OCCc1ccc(OC)c(OC)c1 (stereo not given) | 0 | -2 | 105 | -0.1 | 10 | 7 | 0 | 0.5 | 4 | -4
CCc1ccc(NS(=O)(=O)c2ccc3[nH]cc(C(=O)N(C)Cc4ccco4)c(=O)c3c2)cc1 | -15 | 18 | 100 | 0.2 | -2 | -7 | 0 | -0.4 | -5 | -7
Fc1ccc(-c2n[nH]c(=S)n2-c2ccc3c(c2)OCCO3)cc1 | 1 | -4 | 96 | 0.6 | 12 | 5 | 2 | -2.1 | -5 | 1
COc1ccc(Cl)cc1-c1n[nH]c(=S)n1Cc1ccccc1 | 0 | -1 | 99 | 0.1 | 9 | 9 | 3 | -0.3 | 5 | -21
COc1ccc2[nH]c3c(=O)n(/N=C/c4ccc(OC)c(CN5CCCC5)c4)c(C)nc3c2c1 | -15 | -5 | 95 | 0.1 | 1 | -2 | -1 | -0.4 | 3 | -13
CC1CCCCC12NC(=O)N(CC(=O)NCc1ccc3c(c1)OCO3)C2=O (stereo not given) | 0 | 0 | 97 | -0.1 | 2 | 0 | -1 | -0.6 | 2 | -2
Cc1cc(Br)c2c(c1)C(O)(N1CCCCC1C)C(=O)N2 (stereo not given) | / | -18 | 104 | -0.1 | -3 | 5 | -1 | -1.5 | -2 | -5
O=C(Nc1cccc([N+](=O)[O-])c1)C1COc2ccccc2O1 (stereo not given) | -11 | -12 | 102 | 0.1 | 0 | 0 | 1 | -0.7 | 2 | -21
O=C(Sc1n[nH]c(=O)[nH]c1=O)c1ccccc1 | -1 | 3 | 123 | 0.0 | 5 | 4 | 1 | 7.0 | -2 | -2
Cc1ccc(C(=O)Nc2ccc(O)c(C(=O)O)c2)o1 | 1 | 4 | 91 | 0.0 | 0 | 4 | 3 | 3.7 | -2 | -3
CN(C)c1nc(NS(=O)(=O)c2ccc(Cl)cc2)nc(N(C)C)n1 | 5 | 1 | 92 | 0.1 | 0 | 5 | -2 | -1.9 | 9 | -8
C[C@H]1CN([C@@H](C)CO)S(=O)(=O)c2ccc(Br)cc2O[C@H]1CN(C)C(=O)c1cccc(F)c1 | 3 | -1 | 101 | 0.0 | 0 | 5 | 0 | 3.6 | 7 | -10
CC(=O)C[C@@H](O)CC(=O)[C@H]1OC(=O)CCCCCc2ccccc21 | 17 | 7 | 97 | -0.3 | 2 | 3 | -1 | 0.9 | 5 | /
CCS(=O)(=O)c1ccc(NC(=O)c2ccccc2Cl)c(O)c1 | 2 | -1 | 105 | -0.6 | 2 | 0 | 0 | 0.8 | 5 | 0
Nc1ccc(Nc2ccncc2)cc1 | -1 | 6 | 100 | -0.2 | 9 | 13 | -3 | 0.0 | 1 | -18
Cc1cc(CN2CCCC(C(=O)Nc3ccc(-c4nc5ccccc5[nH]4)cc3)C2)n[nH]1 (stereo not given) | -6 | -12 | 103 | -0.2 | -4 | -8 | -4 | 0.9 | 20 | -6
CN(CC(=O)Nc1ccc(Cl)c(C(F)(F)F)c1)C(=O)/C=C/c1cccs1 | 12 | -13 | 101 | -0.1 | 4 | -8 | 3 | -0.2 | -19 | -6
CCOc1ccc(CCNC(=O)c2sc3nc4n(c(=O)c3c2C)CCC4)cc1 | 0 | 8 | 100 | 0.0 | -26 | -3 | -1 | 2.3 | -1 | -14
CCOc1ccccc1OCCOc1cccc(C(F)(F)F)c1 | 4 | -6 | 97 | 2.1 | 2 | -2 | -2 | -1.9 | -16 | /
O=C(O)C1C2C=CC(O2)C1C(=O)Nc1ccccc1C(F)(F)F (stereo not given) | -8 | 0 | 101 | 0.1 | 83* | 1 | 0 | -1.6 | 0 | -5
CCN(C(=O)Cn1c(=O)oc2ccccc21)C1CCS(=O)(=O)C1 (stereo not given) | 22 | 8 | 97 | -0.2 | -12 | -4 | 2 | -1.1 | 11 | /
COc1ccc(N2C(=O)CC(NCc3ccncc3)C2=O)cc1 (stereo not given) | -1 | -3 | 89 | -0.1 | 2 | 2 | 0 | -2.4 | 16 | 1
O=C(CNC(=O)c1ccc(S(=O)(=O)N2CCCC2)cc1)N/N=C/c1ccccc1Cl | -27 | 11 | 94 | 0.0 | 3 | 3 | 0 | -0.1 | -4 | -5
CCCCNC(=O)COC(=O)c1cc(Br)ccc1Cl | / | -4 | 100 | 0.1 | 2 | 3 | 0 | 0.0 | 0 | -6
Cc1c(C(=O)OCC(=O)N2CCCC2)cccc1[N+](=O)[O-] | 8 | -6 | 93 | 0.1 | -7 | -6 | 4 | 2.0 | -4 | -5
CCN(CC)C(=O)C1=C(C)N(CCC2=CCCCC2)C(=O)C(CC(=O)NCC2CCCCC2)C1 (stereo not given) | -2 | -5 | 101 | -0.1 | 0 | -6 | -1 | 1.9 | 0 | -12
Cc1ccc(CC(C(=O)O)C(C)C(=O)Nc2ccc(F)cc2)cc1 (stereo not given) | -1 | -62 | 92 | -0.1 | 0 | 1 | 0 | -0.2 | -1 | -7
Cc1ccc(Nc2nc(N)nc(CN3CCCCCC3)n2)c(C)c1 | -6 | -6 | 104 | 0.2 | 1 | -4 | -1 | 3.1 | 16 | 0
Cc1ccc(C(=O)O)cc1NC(=S)NC(=O)c1ccc(COc2ccccc2)cc1 | 2 | -9 | 78 | 0.1 | 3 | -2 | 5 | -0.3 | -8 | /
CC1CN(c2nc3c(c(=O)n(Cc4ccc(Cl)c(Cl)c4)c(=O)n3C)n2C)CC(C)O1 (stereo not given) | -26 | 1 | 98 | 0.2 | 4 | -1 | -2 | -1.4 | -11 | -5
Cc1ccc(C(=O)NC(C)(COc2nonc2C)COc2nonc2C)cc1 | 5 | -8 | 96 | 0.4 | 9 | 0 | 0 | 0.2 | 7 | /
CCCCC(O)(CCCC)C(=O)N/N=C(\C)c1ccc(Cl)cc1 | -6 | 0 | 101 | 0.2 | 7 | -4 | 0 | 0.0 | -7 | -2
CCC(C(=O)Nc1ccc(S(=O)(=O)N2CCN(C)CC2)cc1)c1ccccc1 (stereo not given) | 13 | -4 | 98 | -0.2 | 0 | -2 | -1 | -0.3 | -4 | -8
CC(C(=O)Nc1ccc(C#N)cc1)N(C)CC(=O)Nc1cccc(F)c1 (stereo not given) | 24 | 1 | 98 | -0.3 | -3 | 2 | 0 | 0.6 | 6 | -4
O=C(COC(=O)CSc1ccc([N+](=O)[O-])cc1)NCCC1=CCCCC1 | 0 | -5 | 99 | 0.2 | 2 | 0 | 3 | -0.6 | 0 | -6
COc1ccc(CNC(=O)c2sc(=O)n(Cc3ccccc3C)c2C)cc1 | 0 | -5 | 101 | 0.1 | 5 | -3 | -2 | 0.5 | -3 | 20
CCN(CC(=O)Nc1c(F)cccc1F)C(=O)C1CCC1 | 0 | 4 | 100 | -0.1 | -9 | -2 | 0 | -0.5 | 0 | -6
N/C(=N\OC(=O)CCCOc1ccccc1)c1ccncc1 | 5 | 2 | 104 | 0.3 | -2 | 4 | 1 | -0.3 | 3 | -6
O=C(O)c1ccc(/C=N/N2CCN(Cc3ccccc3)CC2)cc1 | 0 | 4 | 102 | 0.0 | 3 | 2 | 2 | 3.3 | -1 | -4
OC(CCN1CCCC1)(c1ccccc1)C1CCCCC1 (stereo not given) | -8 | 3 | 99 | 0.0 | -1 | -7 | 0 | -1.5 | 16 | -4
CC(C)(C)CN1CCN(Cc2c[nH]c3ccccc23)CC1CCO (stereo not given) | -3 | -1 | 106 | 0.0 | 9 | 1 | -2 | -0.6 | 2 | -5
Cc1sc2ncnc(N3CCC(C(=O)Nc4ccc(Cl)c(Cl)c4)CC3)c2c1C | -2 | 1 | 95 | 0.5 | -5 | -8 | -1 | -2.4 | -12 | -6
COCCN(C(=O)COC(=O)CCOc1ccccc1C)c1c(N)n(Cc2ccccc2)c(=O)[nH]c1=O | -3 | 3 | 100 | 0.6 | -1 | -1 | 3 | 0.0 | -5 | -1
O=C(Cc1cccc2ccccc12)N/N=C/c1ccc2cccc(O)c2n1 | 4 | -4 | 99 | 0.2 | 2 | -1 | 5 | -0.6 | 15 | 9
C/C(=N\NC(=O)Cc1ccc(Br)cc1)c1cccnc1 | 3 | 6 | 95 | 0.8 | -1 | -1 | 0 | -0.1 | -6 | /
CCOCCCNC(=O)c1cc(=O)n(Cc2cccc(C)c2)c2ccccc12 | -3 | -7 | 97 | 0.2 | 0 | -3 | 2 | -0.5 | -3 | -2
CC1CC2(CCCCC2)Nc2c1ccc1ccccc21 (stereo not given) | -18 | -24 | 101 | 0.8 | -3 | -1 | 6 | 2.4 | -7 | /
CCOC(=O)N/N=C(\C)c1ccc(Oc2ncccn2)cc1 | 10 | -2 | 100 | 0.1 | -2 | 11 | 2 | -0.4 | -2 | -8
O=C(NNC(=S)NC(=O)c1ccccc1)c1cccc([N+](=O)[O-])c1 | / | 1 | 94 | 0.0 | 5 | -2 | 2 | -0.1 | 7 | -3
CCN(CC)CCCNC(=O)Cn1cnc2sc(C)c(S(=O)(=O)N3CCC(C)CC3)c2c1=O | 8 | 9 | 99 | -0.2 | -14 | -4 | 3 | -0.4 | -8 | -5
CCOC(=O)c1c(NC(=O)c2ccc(N3C(=O)[C@@H]4[C@H](C3=O)[C@H]3C=C[C@@H]4C3)cc2)sc2c1CCCC2 | 13 | -11 | 99 | 0.4 | 1 | 10 | -5 | 0.7 | 0 | 7

Gathered by group: the compounds so far containing a furan ring, fused or not (two)
SMILES | Vif inh | PDI turbidity | ABCB6 inh 2 | aDG glyco act | Exocytosis inh | HTR2A ag | N-glyco inh | iPSC survival up | H9c2 protect | CaV13 ICDI inh
CCc1ccc(NS(=O)(=O)c2ccc3[nH]cc(C(=O)N(C)Cc4ccco4)c(=O)c3c2)cc1 | -15 | 18 | 100 | 0.2 | -2 | -7 | 0 | -0.4 | -5 | -7
Cc1ccc(C(=O)Nc2ccc(O)c(C(=O)O)c2)o1 | 1 | 4 | 91 | 0.0 | 0 | 4 | 3 | 3.7 | -2 | -3

Compound activity from PubChem BioAssay.
